Screening results deposited in PubChem by several laboratories.
CSN inh = inhibitors of CSN-mediated cullin deneddylation, primary screen, biochemical, fluorescence polarization, uHTS | Purified CSN, SCF-Nedd8-OG deneddylation | inhibition, % at 12.5 µM | hit rate 0.38% among 360,000 | AID 651999, 2013;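 active = pattern-corrected inhibition above about 35%, with an unprinted fluorescence ratio check between 0.5 and 1.5, limit read from the data, passing the limit was not always enough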;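 also: 0% = enzyme with substrate and 100% = substrate without enzyme; some results filed as inactive read as strong as hits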
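Schedule: reaction 90 min, room temperature / Assay system: HEK293T-derived human Csn5 enzyme / Input: Csn5 at 0.24 nM final / Measure: inhibition of Csn5 cleavage, % / Control set: substrate-only high control, full reaction low control / Technique: fluorescence polarization of the substrate / Buffer or medium: Tris/NaCl/DTT buffer, pH 7.5 / Reagent: SCFSkp2-Nedd8OG substrate at 10 nM final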
Rin1-Abl PPI inh = inhibitors of Rin1-Abl protein binding, primary screen, biochemical, TR-FRET; inhibition, % at 7.35 µM; hit rate 0.4% among 360,000; in the data active = inhibition above about 5%, passing the limit was not always enough
LMPTP block = LMPTP phosphatase inhibitors, primary screen, biochemical, fluorescence intensity, uHTS; recombinant LMPTP-A, OMFP fluorogenic substrate; inhibition, % at 20 µM; hit rate 0.22% among 360,000;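 active = compounds that cut the enzyme signal by at least half of the control window in the single-dose screen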;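 also: plate controls were DMSO wells with enzyme plus substrate for no effect and substrate without enzyme for full effect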
Target sequence (P24666 whole entry, looked up): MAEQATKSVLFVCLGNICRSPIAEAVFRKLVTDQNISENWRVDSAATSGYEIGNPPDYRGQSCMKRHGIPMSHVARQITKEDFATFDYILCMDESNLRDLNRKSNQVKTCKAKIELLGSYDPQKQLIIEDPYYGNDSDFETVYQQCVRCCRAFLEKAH
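Assay system: LMPTP-A, protein tyrosine phosphatase of low molecular weight / Medium: pH 6.0 Bis-Tris buffer with DTT and Triton X-100 / Schedule: 50 min enzyme reaction at room temperature, protected from light / Measured by: endpoint fluorescence intensity from OMFP dephosphorylation / Read-out basis: % inhibition relative to no-enzyme and uninhibited control wells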
Rpn11 block = Rpn11 (PSMD14) deubiquitinase inhibitors, primary screen, biochemical, fluorescence polarization, uHTS. 26S proteasome non-ATPase regulatory subunit 14 (Homo sapiens), O00487. human 26S proteasome, Ub4-pepOG fluorescence polarization; 20S core pre-blocked with epoxomicin. calls only at 20 µM. hit rate 0.59% among 360,000;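 active = inhibition at 20 µM, scaled to each plate's controls, above about 33%, limit read from the data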
STEP inh = STEP phosphatase inhibitors, primary screen, biochemical, fluorescence intensity, uHTS; AID 588621, 2011; hit rate 0.25% among 360,000; inhibition, % at 20 µM; recombinant STEP, OMFP fluorogenic substrate;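 active = inhibition at 20 µM, scaled per plate between control wells, above about 37%, limit read from the data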;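 also: 0% = DMSO with enzyme and substrate and 100% = substrate only without enzyme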
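Measure: Control-normalized % inhibition with plate pattern correction | Test system: STEP phosphatase, cell-free reaction | Medium: pH 6.0 Bis-Tris with DTT and Tween 20 | Technique: Fluorescence, 480/540 nm | Times: Reaction 20 min, ambient temperature | Doses: Single compound dose of 20 µM, 1% DMSO final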
DNMT1 inh = human DNMT1 methyltransferase inhibitors, primary screen, biochemical, molecular beacon, fluorescence, HinP1I cleavage, uHTS. hit rate 0.83% among 360,000. AID 588458, 2011. inhibition (reported as % activation of signal), % at 10 µM. DNA (cytosine-5)-methyltransferase 1 (Homo sapiens), P26358; in the data active = inhibition above about 50%
Neddylation inh = inhibitors of cullin neddylation, primary screen, biochemical, TR-FRET, uHTS, NAE and Ubc12; AID 651699, 2012; calls only at 25 µM; hit rate 0.58% among 360,000; in the data active = inhibition above about 36%
Target sequence (P61081 whole entry, looked up): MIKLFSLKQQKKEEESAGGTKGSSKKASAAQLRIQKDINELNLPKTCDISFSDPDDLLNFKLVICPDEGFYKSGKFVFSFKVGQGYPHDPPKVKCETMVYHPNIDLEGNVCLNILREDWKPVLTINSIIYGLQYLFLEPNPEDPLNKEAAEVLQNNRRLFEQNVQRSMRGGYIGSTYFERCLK
Target sequence (Q13564 whole entry, looked up): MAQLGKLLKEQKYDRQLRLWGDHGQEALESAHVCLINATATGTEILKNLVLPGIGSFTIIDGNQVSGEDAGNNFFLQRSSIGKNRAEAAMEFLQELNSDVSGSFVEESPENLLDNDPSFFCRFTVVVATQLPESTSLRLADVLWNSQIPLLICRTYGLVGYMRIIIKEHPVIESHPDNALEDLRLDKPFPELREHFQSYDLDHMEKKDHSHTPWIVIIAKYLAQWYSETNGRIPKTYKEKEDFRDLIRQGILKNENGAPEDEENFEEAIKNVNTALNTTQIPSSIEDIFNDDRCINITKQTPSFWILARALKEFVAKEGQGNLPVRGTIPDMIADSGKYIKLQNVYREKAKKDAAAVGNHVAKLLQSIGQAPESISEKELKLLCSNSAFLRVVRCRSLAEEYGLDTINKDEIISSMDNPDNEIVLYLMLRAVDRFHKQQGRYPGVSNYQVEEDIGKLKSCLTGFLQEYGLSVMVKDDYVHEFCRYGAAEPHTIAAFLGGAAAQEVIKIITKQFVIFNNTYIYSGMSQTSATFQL
SUMO1 PPI mod = modulators of SUMO1 protein-protein interactions, primary screen, biochemical, uHTS. SUMO1 binding to a labelled peptide, TR-FRET, 1 h. hit rate 0.33% among 360,000. inhibition, % at 20 µM; in the data active = inhibition above about 37%
Target sequence (P63165 whole entry, looked up): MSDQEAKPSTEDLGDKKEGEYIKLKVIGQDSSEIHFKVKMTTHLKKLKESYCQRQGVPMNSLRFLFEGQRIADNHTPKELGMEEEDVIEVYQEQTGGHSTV
NadD inh = inhibitors of S. aureus NadD, primary screen, biochemical, colorimetric, uHTS | Nicotinate-nucleotide adenylyltransferase NadD (Staphylococcus aureus N315) | purified NadD enzyme, colorimetric absorbance read-out | inhibition, % at 20 µM | hit rate 0.78% among 360,000; in the data active = inhibition above about 26%; also: some compounds past the cut are filed as inactive
Scp-1 inhibitor = Scp-1 phosphatase inhibitors, primary screen, biochemical, colorimetric, uHTS. Recombinant Scp1, phosphopeptide, malachite green phosphate absorbance. inhibition, % at 20 µM. hit rate 0.88% among 340,000. Carboxy-terminal domain RNA polymerase II polypeptide A small phosphatase 1 (Homo …;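 active = inhibition above about 50% at 20 µM, limit read from the data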;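 also: plate controls were DMSO wells with enzyme for no effect and wells lacking enzyme for full effect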
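Incubation: 45 min enzyme reaction at room temperature / System: truncated SCP-1 phosphatase (76-261aa) / Reagent: Phospho 17-mer peptide substrate / Buffer or medium: Acidic Tris acetate buffer with magnesium and detergent / Signal: absorbance at 630 nm / Doses: one concentration, 20 µM, with 1.0% DMSO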
Active calls of the source: *; i = inactive; · = not tested or not shown; + = active, no number.

SMILES	CSN inh	Rin1-Abl PPI inh	LMPTP block	Rpn11 block	STEP inh	DNMT1 inh	Neddylation inh	SUMO1 PPI mod	NadD inh	Scp-1 inhibitor
COCCn1c(C2CCCCC2)nc2sc3ccccc3c(=O)c2c1=O	-0.1	0.9	0.5	i	-2.1	-3.9	i	-1.7	6.3	0.2
COc1ccc(-c2oc3ccc(-c4ccc5c(c4)OCO5)cc3c2C#CC2(O)CCCCC2)cc1	2.4	0.2	5.1	i	-5.7	-17.2	i	1.4	11.1	13.6
COc1ccccc1NC(=O)C(C)OC(=O)COc1cccc2c1OC(C)(C)C2 (stereo not given)	2.2	-2.2	-0.7	i	1.4	1.4	i	1.3	-6.1	-6.6
CC(C)(C)NC(=O)CN(C(=O)CS(=O)CC(=O)Nc1ccc(F)cc1)c1ccccc1F (stereo not given)	-1.2	-1.3	-1.5	i	-0.6	-0.1	i	-1.6	-5.8	6.2
O=C(NNc1c(Cl)cccc1Cl)c1cccs1	1.4	5.3	0.0	i	-0.8	0.5	i	1.5	3.1	-11.4
O=C(CCCn1c(=S)[nH]c2ccccc2c1=O)NC1CCCC1	1.5	2.4	0.3	i	-0.3	7.9	i	0.4	1.5	2.0
Cc1ccccc1Cn1nc(C)c(NC(=O)c2cc3nc(-c4ccco4)cc(C(F)(F)F)n3n2)c1C	0.1	-3.7	1.9	i	-4.8	-8.9	+	-4.8	7.5	5.8
COCCn1c(SCC(=O)NCc2ccc3c(c2)OCO3)nnc1C(C)C	0.1	2.0	-0.6	i	0.8	1.6	i	4.7	4.8	0.1
CC(C)c1ccc(-c2cc(C(=O)N3N=C(C(F)F)CC3(O)C(F)F)c3ccccc3n2)cc1 (stereo not given)	-11.2	-1.0	5.4	i	0.2	-19.0	i	4.7	6.4	-0.3
CCOC(=O)C1CCCN(Cc2cc(=O)oc3cc(C)c(C(C)C)cc23)C1 (stereo not given)	-3.4	1.9	2.9	i	-0.6	3.2	i	31.8	-3.7	2.2
CC(C)(C)OC(=O)C[C@@H]1C/C=C\C[C@H](CC(=O)NCCO)C(=O)N2CCC[C@H]2COC1=O	-0.9	3.9	30.4	i	28.9	12.0	i	12.9	-2.7	41.4
O=C(O)COc1ccccc1-c1ccccc1	0.0	-4.9	-2.5	i	-0.9	-2.5	i	-2.5	-1.1	-10.6
COc1cccc(N2C(=O)C(CC(=O)Nc3ccccc3)N(C3CCCCC3)C2=O)c1 (stereo not given)	0.9	-1.4	-3.0	i	1.1	-0.6	i	5.0	-0.4	-5.3
CCCCn1c(N)c(N(CC)C(=O)C(c2ccccc2)c2ccccc2)c(=O)[nH]c1=O	5.5	-0.6	-1.5	i	1.8	4.6	i	3.1	2.1	-9.4
COc1ccc(NC(=O)CC2C(=O)N(c3ccc(F)cc3)C(=S)N2NC(=O)c2ccc(Cl)cc2)cc1 (stereo not given)	1.6	4.6	-0.4	i	-4.0	3.0	i	-0.8	0.2	0.6
CN(C)CCOc1cc(Cl)cc(Cl)c1	-1.1	0.8	-0.2	i	1.7	1.6	i	10.8	2.0	-6.6
Cc1ccc(CNC(=O)CSc2nccn(-c3ccc(C)c(F)c3)c2=O)cc1	0.7	0.7	0.4	i	-0.3	-0.2	i	-20.5	-1.0	-6.6
CCn1c(SCC(=O)Nc2ccc3c(c2)OCCO3)nc2c(c1=O)SC(C)C2 (stereo not given)	1.9	1.4	-0.4	i	-2.6	-1.6	i	-1.5	-4.7	0.0
Cc1ccc(Cn2c(SCC(=O)NCC3CCCO3)nc3c(sc4ccccc43)c2=O)cc1 (stereo not given)	0.9	-6.9	0.8	i	2.0	19.0	i	0.3	1.5	-6.6
O=C(NCc1cccnc1)C(=O)NCC1OCCN1S(=O)(=O)c1ccc(Cl)cc1 (stereo not given)	-0.3	6.2	-0.2	i	-1.8	-2.2	i	-2.8	-0.9	-14.0
COc1ccc(C(CNC(=O)c2ccc(NS(=O)(=O)c3cccc([N+](=O)[O-])c3)cc2)N2CCOCC2)cc1 (stereo not given)	3.2	0.3	0.9	i	-0.4	0.6	i	-22.2	2.3	-4.5
Cc1ccccc1Cn1nc(C)c(NC(=O)c2noc3c2CCCC3)c1C	-3.0	1.5	-1.4	i	0.5	-3.1	i	-2.4	-2.1	-4.4
CCOc1ccc(NC(=S)N2CCC(N(C)CC3CCCO3)CC2)cc1 (stereo not given)	-12.2	-0.5	-4.9	i	-1.3	3.9	i	0.4	-1.5	-1.2
CCN(c1ccccc1C)S(=O)(=O)c1nnc(NC(=O)c2ccco2)s1	1.8	-3.8	0.6	i	0.8	21.1	i	17.3	0.7	15.0
CCCCC1CC(CSC(=N)N)OC1=O (stereo not given)	0.2	3.6	-2.5	i	-3.7	-0.9	i	-2.0	1.7	-10.5
O=C(NCCc1ccccc1)c1cccc(N2C(=O)C3CC=CCC3C2=O)c1 (stereo not given)	-4.0	1.4	-1.0	i	-2.5	-5.3	i	-2.1	-5.7	-11.6
O=C(Nc1ccc(Br)c(Cl)c1)C1CC1	1.9	-0.1	-0.9	i	-2.4	-0.3	i	1.2	-3.1	-6.0
Cn1c(-c2sccc2OCc2ccc(Cl)cc2Cl)n[nH]c1=S	-0.7	0.0	0.6	i	3.4	1.4	i	4.4	4.5	-7.2
N#CC1=CC2CN(Cc3ccccc3)C1C1C(=O)N(c3ccccc3)C(=O)C21 (stereo not given)	-2.5	3.7	-0.3	i	2.1	-7.3	i	-1.4	-3.7	-7.6
COc1ccc(C(=O)NCc2nnc(SCC(=O)Nc3nc4ccccc4s3)o2)cc1OC	0.7	-2.6	-0.5	i	0.0	-2.2	i	2.6	-0.2	-1.2
CC(C)CNS(=O)(=O)c1ccc(CCC(=O)NCc2ccco2)cc1	2.5	0.4	-1.0	i	13.4	0.7	i	2.2	-4.6	12.5
O=[N+]([O-])c1cccc(C(=Nc2cccc(Cl)c2)NO)c1	-1.6	2.1	-1.2	i	-4.2	-4.0	i	-7.8	3.2	-5.8
CCC[N+](CC#Cc1ccccc1)(CCC)CC(=O)OCC	-1.0	1.9	0.0	i	0.9	-2.2	i	-6.3	-6.8	-7.1
COc1ccc(NC(=O)c2sc(=O)n(Cc3ccccc3C#N)c2C)cc1OC	0.3	-2.1	-0.4	i	-4.2	1.2	i	-3.5	4.0	·
Cc1ccc(Cn2c(C(C)Nc3nc(-c4ccc(Cl)cc4)cs3)nc3cc(C(=O)NCCCO)ccc32)cc1 (stereo not given)	0.1	2.4	1.4	i	-3.1	-34.9	i	3.0	2.5	-4.4
COc1ccccc1/C=N/NC(=O)c1cccc(NC(=O)c2ccccc2Cl)c1	-8.9	-0.6	1.9	i	-0.5	4.9	i	-1.6	7.1	1.1
Cc1ccc(S(=O)(=O)N2CCN(C(=O)COC(=O)COc3cccc4c3OC(C)(C)C4)CC2)cc1	-0.5	-2.5	0.6	i	1.9	-1.3	i	-0.8	-5.3	-0.1
CN(C)c1ccnc(Oc2ccccc2)c1C#N	-4.8	3.2	0.4	i	-3.6	-6.0	i	2.9	2.0	-4.5
O=C(CC1C(=O)NCCN1C(=S)Nc1ccccc1)Nc1ccc(F)cc1 (stereo not given)	-0.8	-0.1	-0.9	i	-0.9	-0.5	i	-3.4	-2.0	-11.7
CC1(c2cccc(Br)c2)NC(=O)N(CC(=O)Nc2ccc(F)cc2)C1=O (stereo not given)	2.0	4.7	0.7	i	-2.4	-3.5	i	3.6	-7.5	-7.7
CCCn1c(SCC(=O)N2CCCC2)nc2c1c(=O)n(C)c(=O)n2C	0.5	-1.8	0.0	i	0.1	-1.5	i	-2.6	4.2	-9.4
COc1ccc(Br)cc1CN1CCN(C(=O)c2cccc(F)c2)CC1	0.3	1.2	-1.3	i	-1.2	0.8	i	0.3	-8.0	-5.7
Cc1ccc(CNc2nc3ccccc3s2)s1	-1.8	-4.0	-0.7	i	-2.7	1.9	i	1.7	2.9	-1.8
COc1ccc(NC(=O)c2cc(S(=O)(=O)N3CCOCC3)cn2C)c(OC)c1	5.3	-2.5	-1.6	i	-3.0	1.8	i	0.9	-3.4	-14.0
CCn1nc(C(=O)NCC2COc3ccccc3O2)c2ccccc2c1=O (stereo not given)	-2.5	0.5	-0.3	i	0.6	4.6	i	-4.6	-10.9	1.2
CCc1ccc(-c2cc(C)no2)cc1S(=O)(=O)NCCCN1CCN(c2ccccc2)CC1	2.7	-3.5	2.2	i	-1.0	-2.9	i	1.7	0.4	-3.8
N#Cc1cnc2ncnn2c1-c1ccccc1	4.1	-4.9	-1.3	i	2.0	1.2	i	-10.8	0.2	-7.0
O=C(O)CSC1=NC(=Nc2cccc(Cl)c2)C2(CCCCC2)N1c1ccccc1	-12.3	-3.4	-2.2	i	4.6	1.9	i	-10.3	-0.6	-1.8
Cc1cc(C(=O)NC2CC(C)(C)Cc3c2cnn3-c2ccc(F)cc2)no1 (stereo not given)	-4.8	1.1	0.3	i	1.4	-0.6	i	4.0	1.6	-6.1

Two consecutive compounds from above:
SMILES	CSN inh	Rin1-Abl PPI inh	LMPTP block	Rpn11 block	STEP inh	DNMT1 inh	Neddylation inh	SUMO1 PPI mod	NadD inh	Scp-1 inhibitor
COCCn1c(C2CCCCC2)nc2sc3ccccc3c(=O)c2c1=O	-0.1	0.9	0.5	i	-2.1	-3.9	i	-1.7	6.3	0.2
COc1ccc(-c2oc3ccc(-c4ccc5c(c4)OCO5)cc3c2C#CC2(O)CCCCC2)cc1	2.4	0.2	5.1	i	-5.7	-17.2	i	1.4	11.1	13.6

Reprinted at random: 3 entries already listed, in no set order.
SMILES	CSN inh	Rin1-Abl PPI inh	LMPTP block	Rpn11 block	STEP inh	DNMT1 inh	Neddylation inh	SUMO1 PPI mod	NadD inh	Scp-1 inhibitor
O=C(O)CSC1=NC(=Nc2cccc(Cl)c2)C2(CCCCC2)N1c1ccccc1	-12.3	-3.4	-2.2	i	4.6	1.9	i	-10.3	-0.6	-1.8
O=C(CCCn1c(=S)[nH]c2ccccc2c1=O)NC1CCCC1	1.5	2.4	0.3	i	-0.3	7.9	i	0.4	1.5	2.0
CC(C)c1ccc(-c2cc(C(=O)N3N=C(C(F)F)CC3(O)C(F)F)c3ccccc3n2)cc1 (stereo not given)	-11.2	-1.0	5.4	i	0.2	-19.0	i	4.7	6.4	-0.3
